Source: PubChem BioAssay
ALOX15 inhib – qHTS Assay for Inhibitors of 15-hLO (15-human lipoxygenase); actives 1.4% (n = 74,000); Polyunsaturated fatty acid lipoxygenase ALOX15 (Homo sapiens), P16050; Potency, µM (top dose mostly 57.1 µM), inactives show at the highest dose activity change, negative = inhibition, most hits filed as inhibitors; purified 15hLO-1, xylenol orange hydroperoxide absorbance; also: potency is read from the fitted curve at half-maximal effect; % is scaled to controls: 0 for no effect and ±100 for the full control effect; nearly all actives have a fitted effect of over 55% in size
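Purified human 15hLO-1 (40 nM) in 25 mM Hepes pH 7.5, 0.01% Triton X-100, preincubated 15 min RT with compound, then 50 uM arachidonic acid for 6 min. Hydroperoxide read by ferrous/xylenol orange, 30 min; 573/405 nm absorbance ratio gave progress.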
Tau filament bind – qHTS Assay for Tau Filament Binding; Microtubule-associated protein tau (Homo sapiens), P10636; recombinant tau filaments, thioflavin S fluorescence, 15 h; filaments grown with octadecylsulfate alongside compound; Potency, µM (series often up to 57.1 µM), inactives show at the highest dose activity change, negative = inhibition; actives 2% (n = 71,000); AID 596, 2007;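 also: potency is read from the fitted curve at half-maximal effect; % is scaled to controls: 0 for no effect and ±100 for the full control effect; actives lower thioflavin S fluorescence by blocking filaments or displacing dye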
Target sequence (P10636 whole entry, looked up): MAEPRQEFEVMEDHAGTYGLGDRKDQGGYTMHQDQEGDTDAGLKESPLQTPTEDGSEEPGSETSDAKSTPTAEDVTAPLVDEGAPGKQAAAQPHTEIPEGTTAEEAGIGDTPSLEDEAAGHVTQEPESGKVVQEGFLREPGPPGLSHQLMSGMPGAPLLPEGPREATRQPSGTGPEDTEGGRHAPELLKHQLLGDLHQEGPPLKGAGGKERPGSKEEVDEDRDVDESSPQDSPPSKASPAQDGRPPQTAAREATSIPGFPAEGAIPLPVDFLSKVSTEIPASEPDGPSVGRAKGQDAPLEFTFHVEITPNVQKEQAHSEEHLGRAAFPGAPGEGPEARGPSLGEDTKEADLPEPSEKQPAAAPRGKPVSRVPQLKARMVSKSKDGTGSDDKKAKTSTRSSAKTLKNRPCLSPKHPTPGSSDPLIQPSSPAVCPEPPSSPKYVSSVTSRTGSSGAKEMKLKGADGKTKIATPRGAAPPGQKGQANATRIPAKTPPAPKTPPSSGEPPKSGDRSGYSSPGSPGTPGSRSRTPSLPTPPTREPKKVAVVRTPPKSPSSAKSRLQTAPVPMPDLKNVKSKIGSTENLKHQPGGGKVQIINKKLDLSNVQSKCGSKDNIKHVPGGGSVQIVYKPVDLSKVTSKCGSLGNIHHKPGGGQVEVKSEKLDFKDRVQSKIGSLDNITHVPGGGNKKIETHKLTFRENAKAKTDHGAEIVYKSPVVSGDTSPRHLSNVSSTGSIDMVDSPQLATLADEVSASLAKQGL
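Quantitative HTS: thioflavine S signal from ODS-induced tau filaments, excited at 450 nm, emission 510 nm. Conditions: 1 uM tau, 30 uM ODS, 15 h at 37 C, pH 7.4.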
Pol III holo inh – qHTS Assay for Inhibitors of DNA Polymerase III Holoenzyme System; reconstituted DNA polymerase III holoenzyme replication, biochemical; actives 0.25% (n = 71,000); Potency, µM (doses to about 57.1 µM), without a hit: top-dose activity change, negative = inhibition; AID 603, 2007; also: potency is read from the fitted curve at half-maximal effect; % is scaled to controls: 0 for no effect and ±100 for the full control effect
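Reconstituted *E. coli* holoenzyme (0.35 nM Pol III, 1 nM beta, 154 nM SSB, 2 nM primase) was preincubated with compound for 15 min at RT. Synthesis on 1.4 nM ssM13Gori ran 35 min, then was stopped with PicoGreen/EDTA and read as dsDNA fluorescence.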
CRE-bla Fsk – Cell signaling CRE-BLA (Fsk stim) | CHO CRE-bla reporter (cAMP response element driving beta-lactamase), forskolin EC10, beta-lactamase ratio | AID 662, 2007 | actives 2.5% (n = 71,000) | Potency, µM (doses to about 38.2 µM), for inactives: at the top dose activity change, negative = inhibition, most hits filed as activators; active = well fitted activation curve with a large enough effect in the signal ratio, with a control signal flat, not every such curve was filed as active; inconclusive = small, poorly fitted or top-dose-only effect, or effect the other way, or a change in a side signal; the % refers to the signal ratio; also: potency is read from the fitted curve at half-maximal effect; % of control where 0% means no effect
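Modulation of forskolin signalling: compounds in titration series added with EC10 NKH 477 to CHO cells carrying a CRE-driven beta-lactamase reporter, 3 h, 37C. CCF4 FRET ratio (460/530 nm, ex 405 nm) gives %activity and AC50.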
Hsp90 Hop PPI – qHTS Assay for Disrupters of an Hsp90 Co-Chaperone Interaction; Potency, µM (series often up to 57 µM), without a hit: at the top dose activity change, negative = inhibition; AID 595, 2007; actives 0.44% (n = 71,000); Hsp90 C-terminal peptide / TPR2A (Hop) interaction, human; AlphaScreen TPR2A-His6 binding biotin-Hsp90 C-terminal peptide; active = well fitted curve in either direction with a large enough effect; inconclusive = small, poorly fitted or top-dose-only effect, or another doubt; also: potency is read from the fitted curve at half-maximal effect; % is scaled to controls: 0 for no effect and ±100 for the full control effect; many of its hits are not listed in these tables
Luciferase inh – qHTS Assay for Inhibitors of Firefly Luciferase; purified firefly luciferase, luminescence, 8 min; AID 411, 2009; actives 2.2% (n = 72,000); Potency, µM (doses to about 57.1 µM), inactives show top-dose activity change, negative = inhibition, most hits filed as inhibitors; also: potency is read from the fitted curve at half-maximal effect; % is scaled to controls: 0 for no effect and ±100 for the full control effect; nearly all actives have a fitted effect of over 40% in size
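Compounds were tested as concentration series (qHTS) against purified P. pyralis luciferase with luciferin and 10 uM ATP in 50 mM imidazole pH 7.2, 50 mM KCl, 7 mM MgCl2, 0.01% Tween 20, 0.05% BSA. Luminescence was read after 8 min at ambient temperature.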
ERK AVP inh – qHTS Assay for Inhibitors of the ERK Signaling Pathway using a Homogeneous Screening Assay. HEK293-V1b, vasopressin-stimulated pERK AlphaScreen. Potency, µM (series often up to 57.5 µM), for inactives: at the highest dose activity, negative = inhibition, actives largely listed as inhibitors. actives 0.99% (n = 72,000). AID 995, 2007; also: potency is read from the fitted curve at half-maximal effect; % is scaled to controls: 0 for no effect and ±100 for the full control effect; nearly all actives have a fitted effect of over 55% in size
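HEK293 cells stably expressing V1b receptor, seeded overnight in 1% FBS, were treated with compounds for 30 min at 37C, then stimulated 5 min with 25 nM vasopressin; phospho-ERK read by AlphaScreen SureFire after lysis.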
TexasRed autofl – qHTS Assay for Spectroscopic Profiling in Texas Red Spectral Region | max dye-equivalent concentration, M | Compound fluorescence, Texas Red channel, 547/618 nm; stronger effect = higher value | AID 587, 2007 | actives 0.06% (n = 59,000); in the data active = max dye-equivalent concentration above about 10 nM; inconclusive = between about 1.1 nM and that limit
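Fluorescence at ex 547/em 618 nm, normalized against an on-plate Texas Red standard series to give dye-equivalent concentration per compound concentration. Buffer 100 mM Tris, pH 8.0; 15 min RT incubation before CCD imaging.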
Rhodamine fluor – qHTS Assay for Spectroscopic Profiling in Rhodamine Spectral Region; Rhodamine-region fluorescence, 547/598 nm, Tris buffer; stronger effect = higher value; actives 0.05% (n = 59,000); max dye-equivalent concentration, M; in the data active = max dye-equivalent concentration above about 11 nM; inconclusive = between about 1.1 nM and that limit
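A six-point rhodamine series on each plate calibrates the signal. Compounds sit in 100 mM Tris (pH 8.0) for 15 min at ambient temperature before imaging through 547 nm/598 nm filters.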
HBB splice mod – qHTS Assay for Modulators of Hemoglobin Beta Chain Splicing; AID 925, 2007; Potency, µM (titrated, usually from 46.1 µM), without a hit: top-dose activation, most hits filed as activators; HBB splicing reporter cell assay, activation; EGFP reporter with mutant IVS2-654 intron; response scale: normalised to 500 nM splice-correcting PNA; actives 0.06% (n = 65,000); also: potency is read from the fitted curve at half-maximal effect; 0% is about no effect
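Compounds were applied for 2 days to HeLa EGFP-654 cells, 500/well in Optimem with 2% FCS. The reporter's EGFP is disrupted by mis-splicing of beta-globin intron IVS2-654. Readout: summed well GFP fluorescence from 488 nm laser scanning; reference was 500 nM antisense […] 654 PNA.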
HADH2 inh – qHTS Assay for Inhibitors of HADH2 (Hydroxyacyl-Coenzyme A Dehydrogenase, Type II) | Potency, µM (titrated, usually from 57.1 µM), for the others: at the highest dose activity change, negative = inhibition, actives largely listed as inhibitors | recombinant HADH2, NADH fluorescence, beta-hydroxybutyryl-CoA | actives 3.4% (n = 73,000); also: potency is read from the fitted curve at half-maximal effect; % is scaled to controls: 0 for no effect and ±100 for the full control effect; nearly all actives have a fitted effect of over 60% in size; many of its hits are not listed in these tables
Target sequence (Q99714 whole entry, looked up, one chain of several): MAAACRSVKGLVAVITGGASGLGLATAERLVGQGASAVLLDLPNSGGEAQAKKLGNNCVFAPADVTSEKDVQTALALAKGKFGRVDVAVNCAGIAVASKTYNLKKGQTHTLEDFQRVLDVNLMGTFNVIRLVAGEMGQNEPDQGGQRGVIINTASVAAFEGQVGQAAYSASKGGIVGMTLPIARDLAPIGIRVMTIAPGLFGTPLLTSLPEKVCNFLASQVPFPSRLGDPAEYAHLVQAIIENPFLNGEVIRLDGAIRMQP
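20 nM HADH2 + cpd, 15 min RT; add 1 mM NAD+/90 uM beta-hydroxybutyryl-CoA; kinetic fluorescence 360/450 nm, 4 min. Tris-HCl pH 9.0, 0.01% Tween-20.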
An asterisk follows results filed as active; [ ] = another dose, or the depositor's remark. Unless noted, calls follow the shape of the dose curve; as a rule, active = well fitted curve in the direction sought with a large enough effect; inconclusive = small, poorly fitted or top-dose-only effect, or another doubt; inactive = no such curve, though single readings can be large; an effect the other way counts as inactive or inconclusive. Only part of the results is shown. The share of hits here may be higher or lower than overall.

What do the screens show for `O=C(COc1ccc(Cl)cc1Cl)NC(=O)N1CCOCC1`?
ALOX15 inhib: 5%; Tau filament bind: 2%; Pol III holo inh: -6%; CRE-bla Fsk: -9%; Hsp90 Hop PPI: 0%; Luciferase inh: -22%; ERK AVP inh: -11%; TexasRed autofl: inactive; Rhodamine fluor: inactive; HBB splice mod: -1.3%; HADH2 inh: -7%

What do the screens show for `CCOCCCNC(=O)c1ccccc1Br`?
ALOX15 inhib: 1%; Tau filament bind: -1%; Pol III holo inh: 1%; CRE-bla Fsk: inconclusive; Hsp90 Hop PPI: -3%; Luciferase inh: 1%; ERK AVP inh: -8%; TexasRed autofl: inactive; Rhodamine fluor: inactive; HBB splice mod: 2.5%; HADH2 inh: -7%

Results for CCOC(=O)c1sc(NC(=O)CSc2nnc(-c3ccco3)o2)c(C(=O)OCC)c1C ?
ALOX15 inhib: -2%; Tau filament bind: 8%; Pol III holo inh: 5%; CRE-bla Fsk: 20%; Hsp90 Hop PPI: -5%; Luciferase inh: -1%; ERK AVP inh: 2%; TexasRed autofl: inactive; Rhodamine fluor: inactive; HBB splice mod: -1.3%; HADH2 inh: -6%

What do the screens show for `O=S(=O)(c1ccc2c(c1)OCCO2)N1CCC(c2nc3ccccc3[nH]2)CC1`?
ALOX15 inhib: 4%; Tau filament bind: 362%; Pol III holo inh: -6%; CRE-bla Fsk: -16%; Hsp90 Hop PPI: -4%; Luciferase inh: 1%; ERK AVP inh: -16%; TexasRed autofl: inactive; Rhodamine fluor: inactive; HBB splice mod: 0.3%[57.5 µM]; HADH2 inh: 4%

What do the screens show for `O=C(OCc1ccccc1)c1ccccc1O`?
ALOX15 inhib: 0%; Tau filament bind: 3%; Pol III holo inh: -5%; CRE-bla Fsk: -10%; Hsp90 Hop PPI: 23%; ERK AVP inh: 14%; HBB splice mod: 1.2%; HADH2 inh: -9%

Results for COc1ccc(-n2c(=O)c(-c3cn(C)c4ccccc34)nc3cnc(N4CCOCC4)nc32)cc1 ?
ALOX15 inhib: -3%; Tau filament bind: 156%; Pol III holo inh: -7%; CRE-bla Fsk: -2%; Hsp90 Hop PPI: -4%; Luciferase inh: 1%[11.4 µM]; ERK AVP inh: -24%; TexasRed autofl: inactive; Rhodamine fluor: inactive; HBB splice mod: -0.5%; HADH2 inh: -5%

What do the screens show for `C[C@@H](C(=O)NCCc1c[nH]c2ccccc12)[C@H]1C[C@]1(C)[C@H](NC(=O)OCc1ccccc1)c1ccccc1`?
Tau filament bind: 36%; Pol III holo inh: -1%; CRE-bla Fsk: inconclusive; Hsp90 Hop PPI: -23%; ERK AVP inh: 14%; HBB splice mod: 0.1%; HADH2 inh: -1%

Results for CC(C)C[C@@H](CC(=O)N[C@@H](CCC(=O)O)CC(=O)O)NC(=O)[C@@H]1CCCC[C@H]1NC(=O)C[C@@H](NC(=O)C[C@H](CO)NC(=O)[C@@H]1CCCC[C@H]1N)C(C)C ?
Tau filament bind: -3%; Pol III holo inh: -7%; CRE-bla Fsk: -11%; Hsp90 Hop PPI: inconclusive; HBB splice mod: 3.3%; HADH2 inh: -24%

How did CN(C(=O)OCc1ccccc1)C(CC(N)=O)C(=O)O (stereo not given) do in these assays?
ALOX15 inhib: 4%; Tau filament bind: 0%; Pol III holo inh: -1%; CRE-bla Fsk: -1%; Hsp90 Hop PPI: -1%; Luciferase inh: 2%; ERK AVP inh: 14%; HBB splice mod: -1.9%; HADH2 inh: -1%

How did N#C[C@@H]1[C@@H]2C(=O)N(c3ccc4c(c3)OCCO4)C(=O)[C@@H]2C2c3ccccc3C=CN21 (stereo not given in full) do in these assays?
ALOX15 inhib: inconclusive; Tau filament bind: 170%; Pol III holo inh: -1%; CRE-bla Fsk: inconclusive; Hsp90 Hop PPI: -16%; Luciferase inh: -10%; ERK AVP inh: -20%; TexasRed autofl: inconclusive; Rhodamine fluor: inconclusive; HBB splice mod: 4.2%[1.84 µM]; HADH2 inh: 1%

What do the screens show for `CCOC(=O)c1ccc(NS(=O)C23CC4CC(CC(C4)C2)C3)cc1` (stereo not given)?
ALOX15 inhib: -11%; Tau filament bind: -12%; Pol III holo inh: -9%; CRE-bla Fsk: -13%; Hsp90 Hop PPI: -4%; Luciferase inh: 0%; ERK AVP inh: inconclusive; HBB splice mod: -0.6%[9.22 µM]; HADH2 inh: -3%

How did Cc1ccc(/C(O)=C2/C(=O)C(=O)N(CCN3CCOCC3)C2c2cccnc2)cc1 (stereo not given) do in these assays?
ALOX15 inhib: 3%; Tau filament bind: 2%; Pol III holo inh: -1%; CRE-bla Fsk: -2%; Hsp90 Hop PPI: -2%; Luciferase inh: -1%; ERK AVP inh: -4%; HBB splice mod: 0.0%[9.22 µM]; HADH2 inh: -12%

Results for COc1ccc(CNc2ncnc3ccc(-c4c(C)noc4C)cc23)c(OC)c1 ?
ALOX15 inhib: -2%; Tau filament bind: -1%; Pol III holo inh: -1%; CRE-bla Fsk: 5µM*; Hsp90 Hop PPI: -5%; Luciferase inh: 0%[2.29 µM]; ERK AVP inh: inconclusive; TexasRed autofl: inactive; Rhodamine fluor: inactive; HBB splice mod: 0.4%; HADH2 inh: 2%

Results for CCOC(=O)C(C)Sc1nnc(Cc2cc(=O)[nH]c(=O)[nH]2)n1-c1ccc(OCC)cc1 (stereo not given) ?
ALOX15 inhib: 16%; Tau filament bind: -2%; Pol III holo inh: -6%; CRE-bla Fsk: -2%; Hsp90 Hop PPI: -1%[2.3 µM]; Luciferase inh: -1%; ERK AVP inh: -10%; HBB splice mod: -1.4%; HADH2 inh: -9%

What do the screens show for `O=C(CSC1=NC(=O)C(Cc2ccccc2)C(=O)N1)NC1CCCCC1` (stereo not given)?
ALOX15 inhib: 2%; Tau filament bind: -5%; Pol III holo inh: -3%; CRE-bla Fsk: -3%; Hsp90 Hop PPI: 2%; Luciferase inh: 1%; ERK AVP inh: -3%; TexasRed autofl: inactive; Rhodamine fluor: inactive; HADH2 inh: -7%

Results for CC(C)NC[C@H]1CCc2cc(CO)c([N+](=O)[O-])cc2N1 ?
ALOX15 inhib: -3%[25.6 µM]; Tau filament bind: -6%[25.6 µM]; Pol III holo inh: 2%[25.6 µM]; CRE-bla Fsk: -6%[17.1 µM]; Hsp90 Hop PPI: 1%[26 µM]; Luciferase inh: -1%[25.5 µM]; ERK AVP inh: 36%[25.7 µM]; TexasRed autofl: inactive; Rhodamine fluor: inactive; HBB splice mod: -1.7%[20.6 µM]; HADH2 inh: 0%[25.6 µM]

What do the screens show for `CC(Cc1ccccc1)N/C=C1/CC(=O)NC1=O` (stereo not given)?
ALOX15 inhib: -17%[11.4 µM]; Tau filament bind: 7%[11.4 µM]; Pol III holo inh: -4%[11.4 µM]; CRE-bla Fsk: inconclusive; Hsp90 Hop PPI: -6%[11 µM]; Luciferase inh: 3%; ERK AVP inh: -23%; HBB splice mod: -1.6%[0.0738 µM]; HADH2 inh: -12%[11.4 µM]

Results for CCCCOc1ccc(C(=O)Oc2ccc(C)nc2)cc1 ?
ALOX15 inhib: 2%; Tau filament bind: -20%; Pol III holo inh: 3%; CRE-bla Fsk: inconclusive; Hsp90 Hop PPI: 15%; Luciferase inh: 0%; ERK AVP inh: -2%; TexasRed autofl: inactive; Rhodamine fluor: inactive; HBB splice mod: -2.6%; HADH2 inh: 6%
